HEK cytotox: Cytotoxic Profiling in HEK 293 Cell Line of Diverse Libraries Using Quantitative High-Throughput Screening | HEK 293 viability, ATP luminescence (CellTiter-Glo), 48-72 h | Potency, µM (doses to about 115 µM), without a hit: at the highest dose activity change, negative = cytotoxicity, most hits filed as inhibitors | actives 6.6% (n = 94,000) | AID 1345083, 2018; also: potency is read from the fitted curve at half-maximal effect; nearly all actives have a fitted effect of over 60% in size
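HEK 293 seeded at 250 cells/well receive compound via pintool. After 48 or 72 hr at 37 degree Celsius, 5% CO2 and 95% humidity, CellTiter-Glo is dispensed and luminescence read following 10 min at room temperature.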
NIH3T3 tox: Cytotoxic Profiling in NIH 3T3 Cell Line of Diverse Libraries Using Quantitative High-Throughput Screening. Potency, µM (series often up to 96.7 µM), for inactives: top-dose activity change, negative = cytotoxicity, hits mostly inhibitors. actives 4.3% (n = 94,000). NIH 3T3 viability, CellTiter-Glo ATP luminescence, 48-72 h. AID 1345082, 2018; also: potency is read from the fitted curve at half-maximal effect; nearly all actives have a fitted effect of over 55% in size
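ATP-dependent luminescence (CellTiter-Glo) served as the viability signal for NIH 3T3 cells treated with compound for 48 or 72 hr at 37 °C.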
SNCA expr inh: Primary qHTS assay for inhibitors of alpha-synuclein gene (SNCA) expression. actives 0.17% (n = 140,000). HEK-293 SNCA-luciferase knock-in, luminescence, 24 h. Potency, µM (top dose mostly 57.2 µM), for the others: at the top dose activity change, negative = inhibition, hits mostly inhibitors. AID 1671194, 2021;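 also: potency is read from the fitted curve at half-maximal effect; plate controls were DMSO cells for no effect and cell-free wells for full effect; nearly all actives have a fitted effect of over 45% in size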
IP6K1 inh: Primary qHTS assay for small molecule inhibitors of Inositol hexaphosphate kinase 1 (IP6K1) | Inositol hexakisphosphate kinase 1 (Homo sapiens), Q92551 | IP6K1 kinase, ADP-Glo luminescence, 2 h; active compounds read low | activity change, % (series mostly up to about 58 µM) | actives 0.81% (n = 140,000) | AID 1645851, 2021; in the data active = activity change below about -25%
Target sequence (Q92551 whole entry, looked up): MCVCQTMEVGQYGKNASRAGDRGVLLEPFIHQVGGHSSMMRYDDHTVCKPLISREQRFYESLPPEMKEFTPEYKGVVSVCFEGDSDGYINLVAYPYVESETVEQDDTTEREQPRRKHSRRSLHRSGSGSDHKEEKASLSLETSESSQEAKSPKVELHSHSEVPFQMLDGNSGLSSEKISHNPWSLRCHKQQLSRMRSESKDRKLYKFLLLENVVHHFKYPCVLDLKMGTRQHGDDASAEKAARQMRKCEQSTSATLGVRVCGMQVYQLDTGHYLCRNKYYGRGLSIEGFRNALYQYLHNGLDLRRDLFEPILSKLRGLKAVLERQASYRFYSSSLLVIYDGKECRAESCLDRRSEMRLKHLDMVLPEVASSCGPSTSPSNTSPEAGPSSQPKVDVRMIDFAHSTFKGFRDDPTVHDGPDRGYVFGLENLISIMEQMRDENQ
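ADP-Glo luminescence measures ADP made by human IP6K1 during a 2 h RT reaction with ATP/IP6 (mix at 1.3 mM/130 uM); top library doses 57.5 and 19.1 uM final.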
SNCA viab count: GF-AFC viability counterscreen for inhibitors of alpha-synuclein gene (SNCA) expression; Potency, µM (series often up to 57.1 µM), inactives show at the top dose activity change, negative = cytotoxicity, usual class: cytotoxic; actives 0.12% (n = 150,000); HEK-293-SNCA-luc viability, GF-AFC fluorescence, 24 h;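 also: potency is read from the fitted curve at half-maximal effect; 0% = DMSO-treated cells and -100% = medium-only wells without cells; nearly all actives have a fitted effect of over 30% in size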
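HEK-293-SNCA-luc cells (1500/well) plated 24 h, then exposed 24 h to a dilution series; GF-AFC added 30 min at 37C, fluorescence 405/540 nm; normalised to medium-only and DMSO wells, Hill fit.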
Luciferase inh: Firefly luciferase inhibition profiling of diverse chemical library using quantitative high-throughput screening | Luciferin 4-monooxygenase (Photinus pyralis), P08659 | purified P. pyralis luciferase, luminescence, biochemical | Potency, µM (series often up to 115 µM), without a hit: at the highest dose activity change, negative = inhibition, most hits filed as inhibitors | actives 2.5% (n = 76,000) | AID 1347043, 2019; also: potency is read from the fitted curve at half-maximal effect; nearly all actives have a fitted effect of over 65% in size
Target sequence (P08659 whole entry, looked up): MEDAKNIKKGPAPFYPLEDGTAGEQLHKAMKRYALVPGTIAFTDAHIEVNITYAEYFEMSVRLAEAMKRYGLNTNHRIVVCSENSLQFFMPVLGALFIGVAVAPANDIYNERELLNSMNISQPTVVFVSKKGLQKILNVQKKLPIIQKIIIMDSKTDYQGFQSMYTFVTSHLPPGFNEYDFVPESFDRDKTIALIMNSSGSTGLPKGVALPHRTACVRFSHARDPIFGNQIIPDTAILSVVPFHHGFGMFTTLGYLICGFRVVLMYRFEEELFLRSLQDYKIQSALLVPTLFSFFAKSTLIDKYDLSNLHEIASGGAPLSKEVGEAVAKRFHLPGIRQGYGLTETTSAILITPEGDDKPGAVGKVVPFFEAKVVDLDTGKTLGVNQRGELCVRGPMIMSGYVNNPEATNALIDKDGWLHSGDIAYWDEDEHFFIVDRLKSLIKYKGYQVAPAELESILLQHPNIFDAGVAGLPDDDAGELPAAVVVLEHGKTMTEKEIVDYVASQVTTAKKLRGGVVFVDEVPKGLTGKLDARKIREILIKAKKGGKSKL
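Purified 10nM P. pyralis luciferase with 10uM D-luciferin and 10uM ATP in 50mM Tris acetate pH 7.5, 10mM Mg acetate, 0.01% Tween-20, 0.05% BSA. qHTS titration; luminescence read by CCD imager.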
GPT2 inh: Primary qHTS assay for inhibitors of Glutamate pyruvate transaminase 2 (GPT2); Recombinant GPT2, coupled pyruvate oxidase/HRP Amplex Red fluorescence; Potency, µM (doses to about 57.7 µM), for inactives: at the top dose activity change, negative = inhibition, actives largely listed as inhibitors; actives 0.25% (n = 100,000); also: potency is read from the fitted curve at half-maximal effect; nearly all actives have a fitted effect of over 60% in size; many of its hits are not listed in these tables
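Fluorescence read-out: pyruvate from GPT2 turnover coupled to pyruvate oxidase, HRP and Amplex Red (0.2mM ThPP, 0.2U/mL PO and HRP, 50uM Amplex final). Substrates 250uM a-KG, 2mM L-alanine; enzyme 10ng/uL; 30 min RT.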
Numbers without * were called inactive; i = inactive; ? = inconclusive; nt = no result given; [ ] = remark or other dose. Unless noted, calls follow the shape of the dose curve; as a rule, active = well fitted curve in the direction sought with a large enough effect; inconclusive = small, poorly fitted or top-dose-only effect, or another doubt; inactive = no such curve, though single readings can be large; an effect the other way counts as inactive or inconclusive. Unless noted, % is scaled to controls: 0 for no effect and ±100 for the full control effect. The list is partial, so the mix of outcomes need not match the whole.

SMILES	HEK cytotox	NIH3T3 tox	SNCA expr inh	IP6K1 inh	SNCA viab count	Luciferase inh	GPT2 inh
CC(=O)O[C@@H]1[C@H](O[C@@H]2OC[C@](O)(CO)[C@H]2O)[C@@H](O[C@@H]2O[C@@H](C)[C@H](O)[C@@H](O)[C@H]2O)[C@H](OC(=O)[C@]23CCC(C)(C)C[C@H]2C2=CCC4[C@@]5(C)C[C@H](O)[C@H](O[C@@H]6O[C@H](C(=O)O)[C@@H](O)[C@H](O)[C@H]6O)[C@@](C)(C(=O)O)C5CC[C@@]4(C)[C@]2(C)CC3)O[C@@H]1C (stereo not given in full)	nt	nt	nt	-6	-4%[12.5 µM]	nt	2%[17.1 µM]
COCCc1noc(-c2nc(-c3ccc(OC)c(OC)c3)no2)n1	-2%	-3%	2%	-13	-1%	2%	i
COCC(=O)NC1CCN(c2ccnc3ccnn23)CC1	-7%[172 µM]	-24%[138 µM]	-4%[87.6 µM]	7	15%[87.6 µM]	nt	-24%[88.5 µM]
Cc1ccc(S(=O)(=O)NCc2nc3nc(C)cc(C)n3n2)cc1	nt	nt	5%	-15	?	nt	nt
COCC(=O)N[C@H]1C[C@@H](Cc2cc(CN(C)Cc3ccccc3)on2)C1(C)C	?	?	-17%[87.6 µM]	12	0%[87.6 µM]	-11%[172 µM]	?
Cc1ccc(NC(=O)Cn2c(=O)n(Cc3ccco3)c(=O)c3oc4ccccc4c32)cc1C	nt	nt	-6%	4	-3%	nt	nt
CC(C)CN1CCN(C2CCOC3(CCN(C(=O)C4CCCC4)CC3)C2)CC1 (stereo not given)	-8%	-10%	28%	-10	-3%	-1%	-14%
COc1cn(CC(=O)Nc2c(C)cc(C)cc2C)c(CN2CCCCC2)cc1=O	nt	nt	0%	19	8%	nt	nt
CCc1cccc(NC(=O)c2ccc3c(c2)N(CC)C2CCCCN2C3=O)c1 (stereo not given)	?	?	?	-12	?	-16%	i
Cc1cc(C(=O)N2CCCCCCNC(=O)[C@@H]3CCCC[C@@H]32)nn1C	?	-11%	-3%	-5	-5%	-1%	5%
COc1ccc(NC(=O)C2Cn3cccc3C(=O)N2C)cc1 (stereo not given)	4%	-6%	6%	-1	0%	-4%	-7%
COc1ccccc1-n1c(=O)c(C(=O)NCCCc2ccccc2)nc2cccnc21	-7%	-16%	-8%	10	-6%	nt	5%
COc1cccc(-c2cc(C(=O)NC3CCC3)c3cnn(C)c3n2)c1	79µM*	?	nt	7	nt	nt	nt
Cc1nonc1OCCn1ccnc1-c1cn(C2CCNCC2)nn1	-4%	-4%	-8%	-3	2%	2%	3%
C[C@H]1[C@@H]2[C@H]3OC(=O)[C@@H](C)[C@@H]3CC[C@@]2(C)CC[C@@H]1NC(=O)c1ccc(C#N)cc1	?	89µM*	9%[87.6 µM]	7	-9%[87.6 µM]	-8%[172 µM]	2%[88.5 µM]
O=C1CCC(C(=O)N2CCSCC2)CN1CCc1cccc(F)c1 (stereo not given)	-7%	-3%	-15%	-2	-8%	-9%	?
CSCCNC(=O)C1CN(c2ccc(F)cc2)C(=O)N1 (stereo not given)	1%[172 µM]	?	-4%[87.6 µM]	-2	-10%[87.6 µM]	2%[172 µM]	i
Cc1ccc(C(=O)N[C@H]2C[C@@H](c3nc(Cc4ccccc4)no3)N(C)C2)cc1	?	-30%[174 µM]	4%[87.6 µM]	-4	?	?	-12%[88.5 µM]
COc1ccc(OC)c(CNC(=O)C2CCN(S(=O)(=O)c3cn(C)cn3)CC2)c1	nt	nt	31%[activator]	4	1%	nt	nt
COc1ccc(CC(=O)NCCc2csc(-c3cccc(C)c3)n2)cc1	nt	nt	?	-4	-1%	nt	nt

Just SNCA expr inh, IP6K1 inh and NIH3T3 tox (2 entries from above):
SMILES	SNCA expr inh	IP6K1 inh	NIH3T3 tox
Cc1cc(C(=O)N2CCCCCCNC(=O)[C@@H]3CCCC[C@@H]32)nn1C	-3%	-5	-11%
COc1ccccc1-n1c(=O)c(C(=O)NCCCc2ccccc2)nc2cccnc21	-8%	10	-16%

(next part)
SMILES	HEK cytotox	NIH3T3 tox	SNCA expr inh	IP6K1 inh	SNCA viab count	Luciferase inh	GPT2 inh
COc1ccc(CCNC(=O)CCn2c(=O)c3ccccc3n(Cc3cc(C)ccc3C)c2=O)cc1OC	nt	nt	24%	5	-5%	nt	nt
COc1ccccc1C(=O)NC1CC(=O)N(Cc2cccc(F)c2)C1 (stereo not given)	-5%	-19%	6%	-3	4%	10%	?
COc1ccccc1CN1CC[C@@H]2OCC(=O)N(C(C)C)[C@H]2CC1	?	?	-11%[87.6 µM]	-1	-2%[87.6 µM]	-10%[172 µM]	-2%[88.5 µM]
COc1ccccc1CNC(=O)c1cc2c(N3CCCC3)nc(C)cn2n1	?	?	-9%	13	4%	-12%	i
Cc1ccc(C(=O)N2CCCC(c3nc(CCOCC4CCCC4)no3)C2)cn1 (stereo not given)	?	-26%	2%	8	-18%	0%	i
O=C(Cc1cccc(Cl)c1)NCc1c[nH]c2ncccc12	?	-28%[138 µM]	?	15	-9%[87.6 µM]	?	i
O=C1NCCCc2[nH]c(CCSCc3ccc(Cl)cc3)nc21	?	?	-2%	6	-22%	1%	-10%
Cc1nc2c(c(-c3ccc(O)cc3)n1)CN(C(=O)c1ccc(C(F)(F)F)cc1)CC2	?	-24%	-8%	2	2%	8%	i
Cc1ccccc1NC(=O)CSc1cn(CC(=O)N2CCCCCC2)c2ccccc12	nt	nt	-16%	13	-18%	nt	nt
Cc1noc2c(NC3CCN(C)CC3)cc(-c3ccccn3)nc12	112µM*	?	42%[activator][87.6 µM]	-8	8%[87.6 µM]	2%[172 µM]	i
Cc1cc(C[C@@H]2COC[C@@H]2NC(=O)c2c(C)cc(C)n(C)c2=O)on1	-9%	-2%	-16%	9	2%	-2%	0%[11.5 µM]
O=S(=O)(NCC1(COc2ccc(C(F)(F)F)cn2)C[C@@H](O)[C@@H](O)C1)c1ccc(F)cc1 (stereo not given in full)	-23%	-16%	8%	9	0%	-3%	-3%
CCCN1CCC2(CCN(C(=O)Nc3ccccc3)CC2)Oc2ccccc21	?	?	4%	-16	-9%	5%	i
COc1cccc(C(=O)NC2CCCN(c3nc4ncccc4o3)C2)c1 (stereo not given)	-2%	1%	-18%	17	17%	-10%	?
C[C@H](O)C(O)(C(=O)OCc1ccccc1NC(=O)CCC(N)C(=O)O)[C@H](C)O (stereo not given in full)	nt	nt	nt	-5	1%[23.9 µM]	nt	4%[27.3 µM]
O=C(NCCCc1ccccc1)c1nc2sccn2c1-c1ccncc1	-25%[172 µM]	?	15%[87.6 µM]	27	-8%[87.6 µM]	nt	i
CC(C)c1nncn1C1CCN(S(=O)(=O)Cc2ccc(Cl)cc2)CC1	-1%	-9%	14%	12	6%	-18%	i
O=C(Nc1ccc([C@@H](O)[C@H]2COCC(=O)N2Cc2ccc(F)cc2)cc1)c1ccccc1	100µM*	?	?	-8	-24%[87.6 µM]	-9%[172 µM]	1%[88.5 µM]
CCS(=O)(=O)c1nc(S(=O)(=O)c2ccc(Cl)cc2)c(NCc2ccccc2Cl)s1	nt	nt	12%	7	-3%	nt	nt
COc1ccccc1C(=O)N1CCN(C(=O)c2nc3cccnc3n(-c3ccccc3OC)c2=O)CC1	-2%	-8%	-4%	15	-9%	nt	-4%
CCOC(=O)c1cc(NC(=O)c2ccc(F)cc2)c(=O)n2c1oc1ccc(Cl)cc12	nt	nt	?	38	4%	nt	nt
Cc1ccc(N2Cc3c(ncnc3N3CCN(C)CC3)N(C)CC2=O)cc1	-5%	-27%	-12%	-2	8%	3%	i
O=C(NCCN1CCOC1=O)c1cn(Cc2ccccc2C(F)(F)F)nn1	i	i	-12%	7	6%	-2%	i
O=C(C[C@@H]1C[C@H]2O[C@H](CNC(=O)N3CCOCC3)[C@@H](O)[C@H]2O1)N1CCOCC1	0%[172 µM]	i	22%[87.6 µM]	-6	1%[87.6 µM]	0%[172 µM]	3%[88.5 µM]
CN(C)c1ccc(C(=O)N2CCN(S(C)(=O)=O)[C@H](C(=O)N[C@@H](CC3CCCCC3)C(N)=O)C2)cc1	-14%	?	-10%	-11	-3%	-4%	?
Cc1ccc(Nc2c(-c3ccc(N4CCOCC4)cc3)nc3c(C)cccn23)cc1	nt	nt	0%	-7	-8%	nt	nt
COc1ccc(F)c(-c2nc(CN(C)C(C)c3cccs3)c(C)o2)c1 (stereo not given)	?	-23%	32%[activator]	13	6%	8%	4%
O=C1CC(C(=O)N2CCc3nc(-c4ccccc4)[nH]c3C2)C2(CCCCC2)O1 (stereo not given)	-6%	-28%	-8%	15	-13%	-1%	?
CCOc1ccc2c(n1)CCN(C(=O)C1CC1)C2	13%	-10%	?	-23	-3%[12.5 µM]	-4%	3%
O=C(COc1ccccc1)Nc1ccc2n(c1=O)C[C@H]1C[C@@H]2CN(C(=O)c2ccccn2)C1	-16%	-19%	?	4	3%	-30%	-22%
COc1ccccc1C(=O)Nc1ccnn1C1CCN(C(=O)[C@@H](N)CO)CC1	3%	-15%	-18%	17	-8%	17%	1%
CCN(CC)CCCNC(=O)C1CCN(S(=O)(=O)CC)CC1	nt	nt	5%	-5	-22%	nt	nt
COC1=CC(=O)O[C@@H](/C=C/c2ccccc2)[C@@H]1O	nt	nt	nt	4	1%	nt	-5%
Cc1nn(-c2cccc(Br)c2)c(C)c1[C@@H]1C=C[C@@H](NC(=O)CC2(CC(=O)O)CCCC2)C1	?	?	111%[activator]	12	-2%	?	2%
O=C1NCCCCCCN(S(=O)(=O)c2ccccc2)[C@H]2CCC[C@@H]12	?	-19%	16%	-9	-10%	-8%	i
O=C(NCc1cccnc1)C1CN(S(=O)(=O)c2ccccc2)CC12CCCCC2 (stereo not given)	-1%	-4%	24%	21	18%	-9%	3%

Grouped by structure: the entries above containing an NH in an aromatic ring.
SMILES	HEK cytotox	NIH3T3 tox	SNCA expr inh	IP6K1 inh	SNCA viab count	Luciferase inh	GPT2 inh
O=C(Cc1cccc(Cl)c1)NCc1c[nH]c2ncccc12	?	-28%[138 µM]	?	15	-9%[87.6 µM]	?	i
O=C1NCCCc2[nH]c(CCSCc3ccc(Cl)cc3)nc21	?	?	-2%	6	-22%	1%	-10%
O=C1CC(C(=O)N2CCc3nc(-c4ccccc4)[nH]c3C2)C2(CCCCC2)O1 (stereo not given)	-6%	-28%	-8%	15	-13%	-1%	?
